Screening results (PubChem)
STK33 inh: human STK33 kinase inhibition; purified STK33, MBP phosphorylation, ADP-Glo luminescence; Q9BYT3; 320,000 tested, 0.073% active; inhibition, % at 10 µM;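 active = inhibition at or above 25%, using the most active replicate where run in duplicate; inactive = inhibition below 25%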
Target sequence (Q9BYT3 whole entry, looked up): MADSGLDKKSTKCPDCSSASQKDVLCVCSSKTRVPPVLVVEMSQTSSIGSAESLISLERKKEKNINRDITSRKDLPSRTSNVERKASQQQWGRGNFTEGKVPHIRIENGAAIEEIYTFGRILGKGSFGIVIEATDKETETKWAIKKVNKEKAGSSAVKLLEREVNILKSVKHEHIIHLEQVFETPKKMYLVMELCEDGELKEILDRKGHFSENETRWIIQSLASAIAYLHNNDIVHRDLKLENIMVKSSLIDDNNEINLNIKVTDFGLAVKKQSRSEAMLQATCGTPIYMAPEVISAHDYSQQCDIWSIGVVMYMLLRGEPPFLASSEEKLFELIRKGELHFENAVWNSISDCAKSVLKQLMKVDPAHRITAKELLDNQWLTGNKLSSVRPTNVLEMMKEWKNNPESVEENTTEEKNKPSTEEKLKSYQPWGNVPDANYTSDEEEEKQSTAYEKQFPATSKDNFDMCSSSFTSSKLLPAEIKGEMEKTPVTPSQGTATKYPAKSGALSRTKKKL
Kir21 inh: inhibitors of mouse Kir2.1 inward-rectifier potassium channel. HEK293-Kir2.1, FluxOR thallium flux fluorescence; stronger effect = lower value. B-score at 10 µM. 310,000 tested, 0.85% active;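 active = fluorescence ratio B-score at or below minus 3 SD of library scores, with starting-brightness B-score within 2 SD, cut at about -4.2 in these data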;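 also: channel flux triggered by added potassium and thallium sulfate stimulus; B-score of peak minus minimum fluorescence over baseline after thallium stimulus; more negative B-score means stronger Kir2.1 block with less thallium influx; some compounds called inactive have numbers as strong as hits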
Target sequence (P35561 whole entry, looked up): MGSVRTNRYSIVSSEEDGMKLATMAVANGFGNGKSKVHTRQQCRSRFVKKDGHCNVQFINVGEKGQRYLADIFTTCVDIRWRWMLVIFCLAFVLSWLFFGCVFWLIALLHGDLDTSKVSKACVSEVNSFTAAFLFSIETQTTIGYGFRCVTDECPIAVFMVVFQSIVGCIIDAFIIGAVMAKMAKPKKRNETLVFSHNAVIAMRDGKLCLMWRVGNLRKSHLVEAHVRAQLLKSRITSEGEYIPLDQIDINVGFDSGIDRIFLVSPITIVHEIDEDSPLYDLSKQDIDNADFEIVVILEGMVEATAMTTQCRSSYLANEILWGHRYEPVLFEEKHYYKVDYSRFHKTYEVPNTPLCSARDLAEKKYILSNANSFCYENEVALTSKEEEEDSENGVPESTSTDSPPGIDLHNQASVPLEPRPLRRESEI
* = called active by the depositor.

Screening CC(C)NS(=O)(=O)c1ccc(OCC(=O)N2CCCC2)cc1 returned STK33 inh -1.6 and Kir21 inh -0.39.
Screening COc1ccc(CCNC(=O)c2cc(S(=O)(=O)N3CCOCC3)ccc2F)cc1 returned STK33 inh 0.8.
Cc1c(OCC(=O)NC(Cc2ccc(Cl)cc2)C(=O)O)ccc2c1oc(=O)c1ccccc12 (stereo not drawn) was read as STK33 inh -2.3 and Kir21 inh 0.6.
`COc1cccc(/C=N\NC(=O)c2sc(N)nc2C)c1OC` gave STK33 inh -0.5 and Kir21 inh 0.1.
Cc1ccc(SCc2cc(=O)c3c(=O)n(-c4ccccc4)[nH]c3[nH]2)cc1 was read as STK33 inh -1.5 and Kir21 inh -1.1.
CS(=O)(=O)N1CCN(c2ccccc2NC(=O)c2cccnc2Cl)CC1 was read as STK33 inh 0.8 and Kir21 inh 0.64.
`CC1(C)CNC(=O)C=C(c2ccccc2)C1` gave STK33 inh -1.4 and Kir21 inh 0.83.
For COc1ccc(C(=O)N2CCN(C3CCN(Cc4ccccc4)CC3)CC2)cc1OC the results were STK33 inh -0.6 and Kir21 inh -0.29.
`Cc1cc(OCC#N)nc(N)n1` gave STK33 inh 0.8 and Kir21 inh -0.59.
CCOC(=O)N1CCN(C(=O)c2nc3ccccc3s2)CC1 was read as STK33 inh 1.7 and Kir21 inh 1.6.
Screening Cc1cc(C)c(C)c(S(=O)(=O)N2CCNCC2)c1C returned STK33 inh 1.5 and Kir21 inh 1.5.
Screening O=[N+]([O-])c1ccc(S(=O)(=O)N2CCC3(CC2)OCCN3S(=O)(=O)c2cccs2)cc1 returned STK33 inh -1.1 and Kir21 inh 0.62.
For Cc1ccc(N2C(=O)C3C4C=CC(CNC(=S)Nc5ccc(Cl)cc5)(O4)C3C2=O)cc1 (stereo not drawn) the results were STK33 inh 0.5 and Kir21 inh 1.8.
`Cc1nc2ncc(Br)cc2[nH]1` gave STK33 inh 0.9 and Kir21 inh -0.32.
`O=C(CNC(=O)c1ccc(Cl)cc1Cl)OCCOc1ccccc1F` gave STK33 inh -0.6.

In the list so far, 6 have a halogen.
Screening COc1ccc(CCNC(=O)c2cc(S(=O)(=O)N3CCOCC3)ccc2F)cc1 returned STK33 inh 0.8.
Cc1c(OCC(=O)NC(Cc2ccc(Cl)cc2)C(=O)O)ccc2c1oc(=O)c1ccccc12 (stereo not drawn) was read as STK33 inh -2.3 and Kir21 inh 0.6.
CS(=O)(=O)N1CCN(c2ccccc2NC(=O)c2cccnc2Cl)CC1 was read as STK33 inh 0.8 and Kir21 inh 0.64.
For Cc1ccc(N2C(=O)C3C4C=CC(CNC(=S)Nc5ccc(Cl)cc5)(O4)C3C2=O)cc1 (stereo not drawn) the results were STK33 inh 0.5 and Kir21 inh 1.8.
`Cc1nc2ncc(Br)cc2[nH]1` gave STK33 inh 0.9 and Kir21 inh -0.32.
`O=C(CNC(=O)c1ccc(Cl)cc1Cl)OCCOc1ccccc1F` gave STK33 inh -0.6.

Next part.
For Cc1cccc(NS(=O)(=O)c2csc(C(N)=O)c2)c1C the results were STK33 inh -0.9 and Kir21 inh 0.06.
For CCOC(=O)C1CCN(C(=O)c2ccccc2NC(=O)c2ccc(Br)cc2)CC1 the results were STK33 inh 0.4 and Kir21 inh 1.2.
For Cn1c(=O)[nH]c(=O)c2c1nc(N1CCN(C(c3ccccc3)c3ccccc3)CC1)n2CCO the results were STK33 inh 0.2 and Kir21 inh -0.16.
`CC1CCCCC1NC(=O)Cn1nnc2ccccc2c1=O` (stereo not drawn) gave STK33 inh -0.6 and Kir21 inh -0.01.
For CCc1nc(N)c(C#N)c(-c2cccc3ccccc23)c1C the results were STK33 inh -0.9 and Kir21 inh 0.67.
`O=[N+]([O-])c1ccc(-c2nc3ccc([N+](=O)[O-])cc3[nH]2)cc1` gave STK33 inh -0.2 and Kir21 inh 0.33.
Screening CCC(C)(C)NC(=O)c1ccc2c(c1)S(=O)(=O)c1ccccc1C2=O returned STK33 inh -0.2 and Kir21 inh 0.86.
For COc1ccccc1NC(=O)c1cccc(S(=O)(=O)N2CCN(Cc3ccccc3)CC2)c1 the results were STK33 inh -2.0 and Kir21 inh 0.11.
Screening COc1ccc(CCNC(=O)CCSc2nc(-c3ccco3)cc(C(F)(F)F)n2)cc1 returned STK33 inh 1.6 and Kir21 inh -0.54.
COc1ccc(C(=O)COC(=O)C2COc3ccccc3O2)cc1F (stereo not drawn) was read as STK33 inh -0.3.
O=C(c1ccc(Cl)c(Cl)c1)N1CCC(=O)N(C(COCc2ccc(Cl)cc2)Cc2ccccc2)CC1 (stereo not drawn) was read as STK33 inh -1.7 and Kir21 inh 1.2.
CCOc1ncccc1C(=O)N(CC)CC(=O)NCc1ccc(Cl)cc1 was read as STK33 inh 0.2 and Kir21 inh -0.24.
Screening COc1ccccc1NC(=O)N[C@@H](Cc1c[nH]c2ccccc12)C(=O)NN returned STK33 inh -1.1 and Kir21 inh 2.4.
CSc1ncccc1C(=O)NC1CCCCCC1 was read as STK33 inh -1.3 and Kir21 inh -0.02.
Cc1ccc(S(=O)(=O)CCc2nc3ccccc3n2CCC#N)cc1 was read as STK33 inh 0.4 and Kir21 inh 0.05.
Screening COc1ccc(NC(=O)c2sccc2C)c([N+](=O)[O-])c1 returned STK33 inh 0.7 and Kir21 inh -0.43.
For O=C(C1CCN(S(=O)(=O)c2ccccc2)CC1)N1CCc2ccccc21 the results were STK33 inh -0.9 and Kir21 inh -3.4.
CCCCSc1nnc2n(CCc3ccccc3)c(=O)c3c4c(sc3n12)COC(C)(C)C4 was read as STK33 inh 0.8 and Kir21 inh 0.33.
For COc1ccc(-c2noc(N3CCC(C(=O)N4CCN(c5ccccn5)CC4)CC3)n2)cc1 the results were STK33 inh -1.1 and Kir21 inh -3.
`CC(C)Sc1nc2ccccc2n1CC(=O)NCc1ccc2c(c1)OCO2` gave STK33 inh -0.8 and Kir21 inh -2.
`O=C(CN(Cc1cccs1)C(=O)CNS(=O)(=O)c1ccc(F)cc1)NCc1ccco1` gave STK33 inh -0.4 and Kir21 inh 0.67.
`NC(=S)n1[nH]c(-c2ccccc2)c(N=Nc2ccccc2C(=O)N2CCOCC2)c1=O` gave STK33 inh 0.9 and Kir21 inh 1.8.
Screening CSc1ncccc1C(=O)OCC(=O)N(C)C1CCS(=O)(=O)C1 (stereo not drawn) returned STK33 inh 4.9 and Kir21 inh 0.91.
For O=C(NCCS(=O)(=O)N1CCN(Cc2ccccc2)CC1)c1ccc(F)cc1 the results were STK33 inh -1.6 and Kir21 inh -1.9.
CCN(CC)C(=O)CCc1nc2sc3c(c2c(=O)[nH]1)CCCC3 was read as STK33 inh -1.7 and Kir21 inh -0.14.
Screening CC(C)(C)C1CCc2c(C(=O)NNC(=O)CCC(=O)O)csc2C1 (stereo not drawn) returned STK33 inh -0.6 and Kir21 inh -0.59.
For CCCCC(=O)Nc1nnc(SCC(=O)NC2CC2)s1 the results were STK33 inh 3.9 and Kir21 inh 0.01.
Screening COc1ccccc1C(c1nnnn1C(C)(C)C)N1CCCCCC1 (stereo not drawn) returned STK33 inh -0.2 and Kir21 inh -2.4.
`O=C(Nc1ccc(F)cc1)Nc1ccccc1NS(=O)(=O)c1cccs1` gave STK33 inh -1.5 and Kir21 inh -0.1.
`O=C(COC(=O)c1ccc(Cl)c([N+](=O)[O-])c1)NC1CCCC1` gave STK33 inh -3.1 and Kir21 inh -0.67.
Screening CN(CCOc1ccc(Br)cc1)CC(O)COc1ccc(C#N)cc1 (stereo not drawn) returned STK33 inh -1.1 and Kir21 inh -2.6.
Cc1cc(C)n2nc(C(=O)NC(c3ccccc3)c3ccccc3)nc2n1 was read as STK33 inh -1.6 and Kir21 inh 0.63.
For CC1CCN(Cc2csc(N)n2)CC1 the results were STK33 inh 0.7 and Kir21 inh 0.25.
Cc1ccc(N(C(=O)c2snc(C(N)=O)c2N)C(C(=O)NC2CCCC2)c2ccc(C)o2)cc1 (stereo not drawn) was read as STK33 inh 0.7 and Kir21 inh 1.2.
Screening CC(C)NS(=O)(=O)c1ccc(OCC(=O)N2CCCC2)c(Cl)c1 returned STK33 inh 2.7 and Kir21 inh 0.68.
For CC(Sc1nc2c(cc1C#N)CCCCC2)C(=O)O (stereo not drawn) the results were STK33 inh 0.1 and Kir21 inh 0.92.
Screening O=C(NC1CC1)c1cccc(Nc2ccc(-c3ccc4c(c3)OCCO4)nn2)c1 returned STK33 inh -0.8 and Kir21 inh 1.4.
Screening CN(CC(=O)Nc1ccc(Cl)c(C(F)(F)F)c1)C(=O)CCNC(=O)c1ccco1 returned STK33 inh -0.3 and Kir21 inh 0.15.
`COC(=O)c1cc2n(n1)CCN(Cc1ccccc1F)C2=O` gave STK33 inh -0.1 and Kir21 inh 0.82.
For Cc1cc(=O)n2c3ccccc3n(CC(O)CN3CCCC3)c2c1C#N (stereo not drawn) the results were STK33 inh -0.5 and Kir21 inh 0.41.
CCC(Cc1ccccc1)NS(=O)(=O)c1ccc2c(c1)NC(=O)CS2 (stereo not drawn) was read as STK33 inh -0.6 and Kir21 inh -7.2*.
CCCc1nnc(SCC(=O)N2C(C)CCCC2C)n1CC1CCCO1 (stereo not drawn) was read as STK33 inh -0.2 and Kir21 inh -1.6.
Screening Cc1ccc(S(=O)(=O)N(C)c2ccc(OC(=O)CN3C(=O)NC4(CCCC4)C3=O)cc2)cc1C returned STK33 inh 0.1 and Kir21 inh -0.32.
For COc1cc2c(cc1NCc1ccccn1)oc1ccccc12 the results were STK33 inh -1.5 and Kir21 inh -0.63.
`CCc1cccc(C)c1NC(=O)CSc1nc(C)c(C)o1` gave STK33 inh -0.2 and Kir21 inh 1.1.
Cc1cc(C)cc(NC(=S)NCc2ccc3c(c2)OCO3)c1 was read as STK33 inh 3.5 and Kir21 inh -1.3.
`CN(c1ccccc1)C(c1ccc(F)cc1)c1nnnn1C1CCCC1` (stereo not drawn) gave STK33 inh -0.4 and Kir21 inh -1.6.
COCC(=O)Nc1ccc2c(c1)OCC(=O)N2Cc1ccc(C)cc1 was read as STK33 inh 1.1 and Kir21 inh 3.1.
Screening COc1ccc(C=C(c2ccc(OC)cc2)c2ccc(OC)cc2)cc1 returned STK33 inh -1.7 and Kir21 inh -0.13.
COC(=O)C1=C(N)Oc2cc(N(C)C)ccc2C1c1ccccc1OC (stereo not drawn) was read as STK33 inh -0.7 and Kir21 inh -0.17.
Screening CCCc1cc(=O)[nH]c(SCC(=O)Nc2cc(S(=O)(=O)N3CCCCC3)ccc2C)n1 returned STK33 inh -1.4.
For O=C(NC(=S)NNC(=O)c1cccs1)c1ccccc1 the results were STK33 inh 0.4 and Kir21 inh -0.3.
For Cc1ccc(-c2noc(C3CCN(S(=O)(=O)c4ccc5c(c4)OCCO5)CC3)n2)o1 the results were STK33 inh -2.0 and Kir21 inh -0.02.
For Cn1cnnc1SCC(=O)OCN1C(=O)c2ccccc2C1=O the results were STK33 inh 0.0.
O=C(O)c1nn2c(c1Br)NC(c1ccccc1)CC2C(F)(F)F (stereo not drawn) was read as STK33 inh -2.8 and Kir21 inh 0.6.
For CCn1cc(/C=N/NC(=O)c2ccc(C#N)cc2F)c2ccccc21 the results were STK33 inh -1.1 and Kir21 inh 0.89.
For CC(=O)c1cccc(NC(=O)Cn2cnc(S(=O)(=O)N3CCCC3)c2)c1 the results were STK33 inh -0.9 and Kir21 inh 0.54.
For O=C(N/N=C/c1ccc(Cl)c([N+](=O)[O-])c1)c1ccc2nc[nH]c2c1 the results were STK33 inh -0.4 and Kir21 inh 0.49.
`CC(O/N=C\c1ccccc1O)C(=O)Nc1ccccc1C(=O)N1CCOCC1` (stereo not drawn) gave STK33 inh -1.2 and Kir21 inh 0.51.
`CC1CCCC(NC(=O)CNCc2ccccc2F)C1C` (stereo not drawn) gave STK33 inh -0.7 and Kir21 inh 1.9.

Two entries drawn at random from those above:
Cc1cc(C)n2nc(C(=O)NC(c3ccccc3)c3ccccc3)nc2n1 was read as STK33 inh -1.6 and Kir21 inh 0.63.
Screening O=[N+]([O-])c1ccc(S(=O)(=O)N2CCC3(CC2)OCCN3S(=O)(=O)c2cccs2)cc1 returned STK33 inh -1.1 and Kir21 inh 0.62.

The list goes on.
Screening CCN(CC)CCN1C(=O)C(O)=C(C(C)=O)C1c1ccc(OC)c(OC)c1 (stereo not drawn) returned STK33 inh -0.1 and Kir21 inh 0.51.
Screening COc1ccc(OCCCC(=O)OCC(=O)Nc2nnc(-c3ccccc3)o2)cc1 returned STK33 inh 2.3.
For O=C(Nc1ccccc1F)c1ccc([N+](=O)[O-])s1 the results were STK33 inh -1.7 and Kir21 inh 0.47.
`COc1ccc(F)cc1S(=O)(=O)NCC(c1ccco1)N1CCc2ccccc2C1` (stereo not drawn) gave STK33 inh -0.3 and Kir21 inh 0.92.
Screening CCC(C)n1cnc2c(=O)oc3ccccc3c21 (stereo not drawn) returned STK33 inh 1.0 and Kir21 inh 0.58.
S=c1[nH]nc(-c2ccccc2)n1/N=C/c1c[nH]c2ccccc12 was read as STK33 inh -0.8 and Kir21 inh 0.67.
Screening N#CC1=C(S)N(c2ccccc2)C(c2ccc(-c3cc(Cl)ccc3Cl)o2)NC1=O (stereo not drawn) returned STK33 inh 2.1 and Kir21 inh -0.78.
For Cc1cccnc1N1C(=O)c2ccc(C(=O)O)cc2C1=O the results were STK33 inh -0.3 and Kir21 inh -0.59.

Structures from the list above that contain a tert-butyl group (2):
Screening CC(C)(C)C1CCc2c(C(=O)NNC(=O)CCC(=O)O)csc2C1 (stereo not drawn) returned STK33 inh -0.6 and Kir21 inh -0.59.
Screening COc1ccccc1C(c1nnnn1C(C)(C)C)N1CCCCCC1 (stereo not drawn) returned STK33 inh -0.2 and Kir21 inh -2.4.
